RSV CPE inhibition: inhibition of RSV-induced cytopathic effect – HEp-2 cells, primary 10 µM value included (AID 2391); HEp-2 cells, RSV-induced CPE inhibition; higher % means a stronger effect; CPE inhibition, % at 10 µM, or IC50 in µM where a hit was titrated; 310,000 compounds, 0.13% hits; in the data active = a potency from the dose series; inconclusive = CPE inhibition mostly from about 23% at the one dose, without a potency; inactive = the rest, 99 in 100 with CPE inhibition below about 21%; also: strong numbers were not always called active
XIAP antagonists: XIAP antagonists, biochemical, IAP family, fluorescence polarization (AID 1018) | XIAP BIR domain, fluorescence polarization peptide displacement; higher % means a stronger effect | displacement, % at 20 µM; hits with a dose series show IC50 in µM | 200,000 compounds, 0.007% hits; in the data active = displacement above about 50%; also: a part of the inactive calls stands beside numbers as strong as those of hits
West Nile antiviral: West Nile virus antiviral activity, cell-based, CPE readout (AID 1621). West Nile virus-infected cells, CPE inhibition; higher % means a stronger effect. 290,000 compounds, 0.02% hits. CPE inhibition, % at 10 µM, or IC50 in µM where a hit was titrated; in the data active = a potency from the dose series; inconclusive = CPE inhibition mostly from about 3.7% at the one dose, without a potency; inactive = the rest, 99 in 100 with CPE inhibition below about 2.2%; also: strong numbers were not always called active
Large T inhibition: SV40 large T antigen inhibitors, biochemical (AID 1903); SV40 large T antigen ATPase/helicase inhibition assay; higher % means a stronger effect; inhibition, % at 20 µM; hits with a dose series show IC50 in µM; 310,000 compounds, 0.39% hits; in the data active = a potency from the dose series; inconclusive = inhibition mostly from about 32% at the one dose, without a potency; inactive = the rest, 99 in 100 with inhibition below about 32%; also: strong numbers were not always called active
ER stress rescue: rescue of cells from ER stress-induced death, primary screen, 384-well, CSM14.1, thapsigargin, ATP luminescence (AID 1222). one-dose cellular ATP content (survival), % at 20 µM; EC50 in µM for titrated hits. CSM14.1 thapsigargin-induced death rescue, ATP luminescence; higher % means a stronger effect. 190,000 tested, under 10 active;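 active = EC50 below 50 µM in the dose-response confirmation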;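 also: death triggered by thapsigargin at about 15 µM added after 2 h compound pretreatment; cell ATP read after overnight thapsigargin exposure of roughly 18 to 22 hours; normalized against plate controls of thapsigargin alone and 5% DMSO vehicle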
WT yeast gro inh: growth inhibition of WT yeast, mitochondrial fusion screen | mitochondrial fusion phenotypic screen, WT strain | inhibition, % at 10 µM | 190,000 compounds, 2.1% hits | AID 1362; in the data active = inhibition above about 58%; tested in S. cerevisiae
NS5 inhibitors: flavivirus cap methylation enzyme inhibition – biochemical, confirmation dose response, primary screen (AID 588689). inhibition, % at 25 µM, or IC50 in µM where a hit was titrated. Dengue-2 NS5 methyltransferase capping enzyme assay, biochemical; higher % means a stronger effect. 340,000 compounds, 0.3% hits; in the data active = a potency from the dose series; inconclusive = inhibition above about 29% without an active follow-up result
Yfh1-off respiration: mitochondrial function rescue without frataxin homolog – Friedreich's ataxia, plus single-dose screen, dose response (AID 1465); S. cerevisiae Yfh1-off respiration, WST-1 reduction, 72 h; higher fold induction means a stronger effect; fold induction at 50 µM, or EC50 in µM where a hit was titrated; 220,000 compounds, 0.074% hits;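 active = fold induction of absorbance versus untreated yeast above a set limit, then at least 30% activation at any dose in follow-up; inconclusive = repeats straddling the limit, or above it without dose testing; inactive = fold induction below the set limit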;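 also: activators that raise dye reduction in frataxin-depleted yeast; strong numbers were not always called active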
UTI89 phage lysis: inhibition of K1F phage lysis, E. coli UTI89, bacterial capsule biogenesis inhibitors, alamar blue (AID 488966) | E. coli UTI89 K1F phage lysis, alamar blue, 2 h; higher % means a stronger effect | inhibition, % at 100 µM, or IC50 in µM where a hit was titrated | 340,000 compounds, 0.02% hits;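 active = phage lysis inhibition, versus mean bacterial control, above a set limit; inconclusive = no clear call, values can overlap the other calls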;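 also: capsule biogenesis inhibitors block K1F phage lysis so surviving cells raise fluorescence; higher fluorescence means more inhibition of phage lysis; actives were called in the ten point dose series up to 300 µM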
WT yeast gro inh mutant strain: further read-out of WT yeast gro inh, marked with its call; inhibition, %; mitochondrial fusion phenotypic screen, mutant strain inhibition
Numbers without * were called inactive; i = inactive; ? = inconclusive; . = no result given; [ ] = dose if it differs, or a comment.

A first look, two compounds:
smiles	RSV CPE inhibition	XIAP antagonists	Large T inhibition	West Nile antiviral	ER stress rescue	Yfh1-off respiration	WT yeast gro inh	UTI89 phage lysis	NS5 inhibitors	WT yeast gro inh mutant strain
Cc1ccc(NC(=O)CCN2C(=O)CSC2=O)c(C)c1	1.4%	-4.9%	9%	0.2%	-2.4%	i	-17	0.5%	-2%	2
CCC1CCCCN1C(=O)CCS(=O)(=O)c1ccccc1 (stereo not drawn)	2.1%	.	8%	-0.2%	.	.	.	0.7%[50 µM]	-1%	.

Results, previewed entries included:
smiles	RSV CPE inhibition	XIAP antagonists	Large T inhibition	West Nile antiviral	ER stress rescue	Yfh1-off respiration	WT yeast gro inh	UTI89 phage lysis	NS5 inhibitors	WT yeast gro inh mutant strain
Cc1ccc(NC(=O)CCN2C(=O)CSC2=O)c(C)c1	1.4%	-4.9%	9%	0.2%	-2.4%	i	-17	0.5%	-2%	2
CCC1CCCCN1C(=O)CCS(=O)(=O)c1ccccc1 (stereo not drawn)	2.1%	.	8%	-0.2%	.	.	.	0.7%[50 µM]	-1%	.
Cc1cccc(-[n+]2c(-c3cccc(Br)c3)[nH]c3nc4ccccc4nc32)c1	17%	.	10%	-1.1%	.	i	.	.	.	.
Cc1[nH]c(=S)c(C#N)c(-c2ccccc2)c1C(=O)Nc1ccccc1	.	.	24%	0.1%	.	i	.	-0.3%	-8%	.
O=C(NCC1CCCO1)c1cccnc1Nc1ccccc1F (stereo not drawn)	3.1%	-1.4%	7%	-0.6%	-2.1%	i	-4	0.1%	-6%	-14
CN(C)C(CNc1ccc(C(N)=O)cc1[N+](=O)[O-])c1ccccc1 (stereo not drawn)	0.5%	.	3%	-0.3%	.	.	.	1.7%	-6%	.
COc1cccc(NC(=S)NCc2cccs2)c1	2.3%	0.1%	9%	0.3%	5.3%	i	0	-0.5%	1%	11
O=C(Nc1cc2c3c(c1)CC(=O)N3CCC2)c1ccc(Cl)cc1	2.9%	.	12%	.	.	.	.	0.5%[50 µM]	-3%	.
Cc1c(/C=C(\C#N)c2nn(-c3ccccc3)c(N)c2C#N)c2ccccc2n1Cc1ccc(F)cc1	.	-23%	?	.	2.1%	.	-3	1.7%	?	8
CC1CCN(c2ccc(C(=O)O)cc2N)CC1	-0.2%	-4.8%	27%	0.1%	3.7%	i	13	4.4%	5%	14
CCC1Oc2ccc(C)cc2N(CC(=O)N(Cc2ccncc2)Cc2ccco2)C1=O (stereo not drawn)	0.7%	-1.6%	-45%	-0.4%	3.7%	i	2	-0.3%	-2%	-1
CN(C)S(=O)(=O)N1CCN(CC(O)COc2ccc(-c3ccccc3)cc2)CC1 (stereo not drawn)	3.6%	.	8%	-1.5%	.	.	.	0.5%	-6%	.
Cc1ccc(S(=O)(=O)CCC(=O)Nc2nnc(-c3ccc(F)cc3)o2)cc1	0.2%	.	20%	.	.	.	.	1.2%[50 µM]	4%	.
O=C(COc1ccccc1[N+](=O)[O-])Nc1cccc(C(=O)Nc2ccccc2C(=O)O)c1	1.7%	.	7%	0.0%	.	.	.	-0.1%[50 µM]	8%	.
CCOC(=O)C1CCN(C(=O)CN(c2cccc(OC)c2)S(=O)(=O)c2ccccc2)CC1	0.1%	-2.7%	-1%	0.6%	3.3%	i	-2	-0.2%	3%	-1
O=C(CCNC(=O)c1ccco1)Nc1ccc(Cl)c(C(F)(F)F)c1	0.9%	.	3%	-0.2%	.	.	.	0.1%	-4%	.
COc1cc(NC(=S)N2CCC(C(N)=O)CC2)cc(OC)c1	0.5%	-6.5%	18%	1.0%	-2.5%	i	11	1.9%	-7%	7
CN(C)c1nc2c(c(=O)n(C)c(=O)n2C)n1CC(=O)c1cccs1	-0.6%	.	2%	.	.	.	.	0.0%	-2%	.
COc1nnc(-c2ccc(N3CCCCC3)c(NC(=O)C3CCCCC3)c2)c2ccccc12	?	-14%	16%	.	-4.4%	.	6	0.9%	2%	-3
O=C(c1nc2ccc(Cl)cn2c1CN1CCC(O)CC1)N1CCc2ccccc2C1	3.2%	.	26%	-0.2%	.	.	.	0.2%	3%	.
CC1(C)C2CCC1(CS(=O)(=O)NCc1ccc(Cl)cc1Cl)C(=O)C2 (stereo not drawn)	12%	.	8%	-0.7%	.	.	.	-1.4%	1%	.
O=C(c1cccs1)N1CCC(c2nc(-c3ccc(S(=O)(=O)N4CCOCC4)cc3)no2)CC1	0.3%	-2.0%	12%	.	-2.0%	i	-5	0.4%	-5%	5
O=C(CCc1nnc2n(Cc3ccc(F)cc3)c(=O)c3ccccc3n12)NCCCN1CCOCC1	4.7%	.	-14%	0.2%	.	.	.	0.2%	-4%	.
O=C(O)c1sccc1Oc1ccc(F)cc1[N+](=O)[O-]	0.3%	-0.9%	10%	.	-1.6%	.	19	-1.7%	-10%	18
CC(=O)C1=C(O)C(=O)N(c2ccc(Br)cn2)C1c1ccc(Br)cc1 (stereo not drawn)	.	.	17%	0.1%	.	i	.	-2.8%	-3%	.
Cc1cc(O)ccc1NC(=O)c1ccccc1	-1.1%	-3.0%	?	-0.4%	-2.4%	i	13	1.7%	-1%	27
COc1ccc(-c2nc(N)n(C(=O)c3ccc(C)cc3)n2)cc1	2.5%	2.3%	1%	1.5%	-3.5%	i	9	-8.6%	-3%	9
CCOc1ccc(NC(=O)CCN2CCN(S(=O)(=O)c3ccc(Cl)cc3)CC2)cc1	7.0%	-3.0%	-3%	-0.5%	-0.2%	i	8	0.2%	-2%	5
COc1ccc(OC)c(S(=O)(=O)Nc2cccc(F)c2)c1	.	-0.6%	-2%	-0.2%	4.4%	i	-8	?	1%	-12
O=C(NC1CCCC1)C(c1ccncc1)N(Cc1ccccc1F)C(=O)c1csnn1 (stereo not drawn)	0.0%	.	-3%	-0.4%	.	.	.	-0.1%	-2%	.
CC(=O)Nc1c([N+](=O)[O-])cc2[nH]c(=O)[nH]c2c1[N+](=O)[O-]	0.9%	-10%	3%	1.8%	-0.6%	i	-18	-3.0%	6%	-6
N#CC(C#N)=C1c2cc(S(=O)(=O)NCCO)ccc2-c2ccc(S(=O)(=O)NCCO)cc21	0.1%	.	.	0.3%	.	i	.	0.3%	-46%	.

Looked up by structure from the list above, 3 records:
smiles	RSV CPE inhibition	XIAP antagonists	Large T inhibition	West Nile antiviral	ER stress rescue	Yfh1-off respiration	WT yeast gro inh	UTI89 phage lysis	NS5 inhibitors	WT yeast gro inh mutant strain
Cc1[nH]c(=S)c(C#N)c(-c2ccccc2)c1C(=O)Nc1ccccc1	.	.	24%	0.1%	.	i	.	-0.3%	-8%	.
CC(=O)Nc1c([N+](=O)[O-])cc2[nH]c(=O)[nH]c2c1[N+](=O)[O-]	0.9%	-10%	3%	1.8%	-0.6%	i	-18	-3.0%	6%	-6
O=C(CCc1nnc2n(Cc3ccc(F)cc3)c(=O)c3ccccc3n12)NCCCN1CCOCC1	4.7%	.	-14%	0.2%	.	.	.	0.2%	-4%	.

Next part.
smiles	RSV CPE inhibition	XIAP antagonists	Large T inhibition	West Nile antiviral	ER stress rescue	Yfh1-off respiration	WT yeast gro inh	UTI89 phage lysis	NS5 inhibitors	WT yeast gro inh mutant strain
CCOC(=O)CCP(=O)(O)C(O)c1ccccc1 (stereo not drawn)	0.4%	-6.4%	13%	0.0%	-1.4%	i	5	0.1%	-3%	-10
Cc1nnc2ccc(-c3cccc(NS(C)(=O)=O)c3)nn12	6.3%	-5.3%	6%	0.1%	-2.2%	i	13	0.0%	-1%	5
O=C(NCCOc1nc(N2CCOCC2)nc(N2CCOCC2)n1)Nc1ccc(Cl)cc1	-0.8%	-5.6%	16%	0.2%	-4.0%	i	27	1.6%	10%	26
Cc1ccc(CNC(=O)CCc2c(C)nn(-c3ccc(N4CCOCC4)nn3)c2C)cc1	1.2%	.	12%	0.2%	.	.	.	0.0%	6%	.
CCc1ccc(NC(=O)C(CC)Sc2nc3ccsc3c(=O)n2CCC(=O)O)cc1 (stereo not drawn)	0.4%	.	3%	-0.5%	.	.	.	-0.2%	-2%	.
Cc1cccc(NC(=O)C2CC(=O)OC23CCCC3)c1 (stereo not drawn)	1.8%	-1.5%	12%	0.4%	1.2%	i	-22	2.1%	-18%	9
O=C1[C@H]2[C@H](C=CC[C@H]2C(=O)N2CCN(c3ccccc3)CC2)CCN1Cc1ccccc1	-0.2%	.	4%	-0.4%	.	i	.	0.7%	-8%	.
CC(C)[C@@H]1NC(=O)c2cc([N+](=O)[O-])cc(F)c2NCCC[C@@H](C(N)=O)NC(=O)[C@H](CO)NC1=O	.	-5.5%	-1%	0.1%	-3.8%	i	14	.	.	3
CCC(NC(=S)NC1CCCCC1)c1ccc(C(C)C)cc1 (stereo not drawn)	10%	.	15%	?	.	.	.	0.1%	-1%	.
COc1ccccc1NC(=O)CN1C(=O)C(C)Oc2ccccc21 (stereo not drawn)	-1.3%	-6.4%	24%	0.4%	0.0%	i	-2	-1.6%	-1%	13
CSc1cccc(NC(=O)c2cc(S(=O)(=O)N3CCCCC3)c[nH]2)c1	0.4%	.	.	-0.8%	.	.	.	-3.1%	1%	.
O=C(NC1CC1)c1cccc(Br)c1	0.1%	-6.1%	4%	-0.4%	-1.6%	i	-18	3.7%	-5%	-7
C[C@H](NC(=O)Nc1ccc2c(c1)OCCO2)C(=O)O	1.2%	-0.5%	0%	0.3%	-0.9%	i	-2	-2.6%	-11%	9
C/C(CC1CC(C)OC1=O)=N\NC(N)=S (stereo not drawn)	0.4%	-3.7%	12%	-0.4%	-1.5%	i	-3	-0.2%	4%	-1
O=C(NC1CCCCCC1)c1ccc(CS(=O)Cc2ccccc2Cl)o1 (stereo not drawn)	0.2%	.	7%	-0.3%	.	.	.	0.0%	-2%	.
C=CCOc1ccc(CNC(C)(C)C)cc1OC	2.9%	-4.9%	-27%	1.2%	-0.8%	i	-8	0.2%	0%	4
Cn1nc(-c2ccccc2)c(CSc2ccccc2Cl)c1Cl	.	-0.8%	10%	-0.1%	-0.8%	i	45	0.1%	5%	20
CC(C)N(C(=O)NC(=O)Nc1ccccn1)S(C)(=O)=O	-0.1%	-2.3%	12%	0.3%	4.2%	i	-20	0.3%	-3%	-14
O=C(Nc1ccc(C(=O)N2CCN(c3ccc(F)cc3)CC2)cc1)C1=CSCCO1	5.9%	.	8%	-0.8%	.	.	.	0.1%	-1%	.
O=C(CNS(=O)(=O)c1ccc2ccccc2c1)OCC(=O)c1ccc(Br)s1	-1.0%	-7.3%	10%	0.5%	5.1%	i	-48	8.5%	71%	-47
CC1(C(=O)NC2CCCCCCC2)CCC(=O)N1Cc1cccs1 (stereo not drawn)	1.0%	-5.5%	7%	-0.2%	1.6%	i	-2	3.7%	-1%	5
O=C(COC(=O)CCOc1ccccc1)Nc1ncc(Cl)cc1Cl	0.7%	-2.5%	8%	-0.9%	31%	i	-4	2.1%	-1%	-13
